Screening data from PubChem BioAssay.
CHO-K1 Ca PAM: M1 PAM counterscreen hit in parental CHO-K1 cells | ATP EC20, Fluo-8 calcium fluorescence; 0% at ATP EC20, 100% at ATP max | activation, % at 3 µM | 360,000 compounds, 0.02% hits | AID 602247;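 active = activation above the run cutoff, the mean activation of all test compounds plus 3 SD, cut at about 40% in these data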;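 also: peak over basal fluorescence ratio in a 140 s read after ATP addition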
TAAR1 antagonist: human TAAR1 antagonism | inhibition, % at 3 µM | AID 624466 | CHO RD-HGA16 TAAR1, Fluo-8 calcium fluorescence, antagonist | Q96RJ0 | 360,000 compounds, 1.5% hits;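 active = inhibition above a per-plate cutoff, the mean inhibition of test compounds on that plate plus 3 SD, cut at about 49% in these data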;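 also: 0% = DMSO plus EC80 beta-PEA response and 100% = DMSO alone without agonist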
Target sequence (Q96RJ0 whole entry, looked up): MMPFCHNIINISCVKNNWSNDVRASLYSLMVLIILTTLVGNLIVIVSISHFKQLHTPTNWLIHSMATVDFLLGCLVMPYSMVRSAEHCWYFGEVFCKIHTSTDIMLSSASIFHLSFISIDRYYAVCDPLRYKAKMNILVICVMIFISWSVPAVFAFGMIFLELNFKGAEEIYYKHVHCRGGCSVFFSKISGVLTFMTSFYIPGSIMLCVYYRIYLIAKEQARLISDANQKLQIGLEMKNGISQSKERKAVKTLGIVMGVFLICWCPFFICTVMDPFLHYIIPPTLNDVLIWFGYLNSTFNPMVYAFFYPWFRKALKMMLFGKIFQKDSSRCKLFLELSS
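Test system – hTAAR1-expressing CHO RD-HGA16 cells, Gα16-coupled · Reagent – β-PEA at EC80 concentration, post-compound challenge · Compound dosing – 3 µM, single point · Timing – 140 s kinetic read after compound, 140 s after agonist · Detection – Fluo-8 intracellular calcium dye fluorescence, real-time kinetic reads · Control set – DMSO and EC80 PEA controls · Repeats – n of 1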
CRFR2-BP antag: CRF-BP/CRF-R2 complex antagonism; HEK293 CRF-R2/CRF-BP, CRF-induced calcium fluorescence; inhibition, % at 11.8 µM; 350,000 compounds, 0.59% hits; AID 588475;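 active = inhibition of the ligand-induced calcium signal above about 50% at the single tested concentration, limit read from the data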
TAAR1 ag: human TAAR1 agonism; Q96RJ0; CHO RD-HGA16 TAAR1, Fluo-8 calcium fluorescence; vehicle wells 0%, saturating PEA agonist 100%; activation, % at 3 µM; 360,000 compounds, 0.99% hits; AID 624467;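 active = activation above the mean activation of all test compounds in the run plus 3 SD, cut at about 38% in these data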
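Test system: RD-HGA16 (CHO) cells co-expressing Gα16 and hTAAR1 | Doses: Single dose, 3 µM | Schedule: 17-24 h seeding, 75 min 37 °C dye, 30 min RT | Evaluation: % activation from peak over basal fluorescence ratio, DMSO-to-PEA scaled | Technique: Kinetic Fluo-8 calcium fluorescence | Benchmarks: Low control DMSO, high control PEA (EC100)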
CHRM5 PAM: CHRM5 positive allosteric modulation. P08912. CHO-K1 hM5, Fluo-8 calcium, ACh EC20 PAM; 0% = ACh EC20, 100% = ACh EC100. activation, % at 3 µM. 360,000 compounds, 0.3% hits. AID 624038;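 active = activation above the run cutoff, the mean activation of all test compounds plus 3 SD, cut at about 18% in these data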
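system = human M5 receptor in CHO-K1 cells | compound = one concentration, 3 µM final (nominal) | schedule = Post-acetylcholine fluorescence recording 140 s | signal = Fluo-8 calcium dye fluorescence, kinetic read | benchmarks = low control EC20 acetylcholine (0%), high control EC100 acetylcholine (100%) | repeats = singlicate, one well per test compound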
CHRM5 antagonist: antagonists of human muscarinic M5 receptor (CHRM5); P08912; CHO-hM5 cells, Fluo-8 calcium fluorescence, ACh EC80; inhibition, % at 3 µM; 360,000 compounds, 0.59% hits; AID 624040;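 active = inhibition above a per-plate cutoff, the mean of that plate's test compounds plus 3 SD, cut at about 27% in these data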;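 also: 0% = acetylcholine EC80 with DMSO and 100% = DMSO without agonist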
M5 ag: CHRM5 agonism in calcium assay; P08912; CHO-K1 hM5 cells, Fluo-8 calcium fluorescence; 0% DMSO wells, 100% maximal acetylcholine response; activation, % at 3 µM; 360,000 compounds, 0.19% hits; AID 624037;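 active = activation above the run's mean over test compounds plus 3 SD, cut at about 23% in these data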;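 also: signal is peak over basal fluorescence ratio across the kinetic read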
CHRM4 PAM: CHRM4 positive allosteric modulation; P08173; CHO-K1 hM4/Gqi5, Fluo-8 calcium fluorescence, ACh EC20; 0% = ACh EC20, 100% = maximal ACh; activation, % at 3 µM; 360,000 compounds, 0.4% hits;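 active = activation above its plate's cutoff, the mean activation of sample wells plus 3 SD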; also: some results filed as inactive read as strong as hits
Target sequence (P08173 whole entry, looked up): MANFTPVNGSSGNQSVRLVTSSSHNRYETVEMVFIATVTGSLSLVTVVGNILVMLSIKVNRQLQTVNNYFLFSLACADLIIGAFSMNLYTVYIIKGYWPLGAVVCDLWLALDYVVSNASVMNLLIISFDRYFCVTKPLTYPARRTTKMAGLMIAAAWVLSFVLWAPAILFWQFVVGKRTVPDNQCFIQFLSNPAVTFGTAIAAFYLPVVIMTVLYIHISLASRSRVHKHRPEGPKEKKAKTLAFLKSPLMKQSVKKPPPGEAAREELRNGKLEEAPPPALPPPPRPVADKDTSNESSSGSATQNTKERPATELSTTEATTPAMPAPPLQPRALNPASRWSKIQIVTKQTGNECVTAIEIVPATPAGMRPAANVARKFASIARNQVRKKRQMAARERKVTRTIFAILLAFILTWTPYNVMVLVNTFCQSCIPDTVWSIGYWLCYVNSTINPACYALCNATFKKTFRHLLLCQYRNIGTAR
CRFBP-R2 agonist: CRF-BP/CRF-R2 complex agonism | activation, % at 13.2 µM | HEK293 CRF-R2/CRF-BP, calcium dye fluorescence (FLIPR); percent of saturating CRF peptide response | 350,000 compounds, 0.46% hits;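 active = activation of at least 50%, plus an integration ratio under a set limit after plate pattern correction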;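 also: plate controls were neutral control wells without compound for no effect and CRF at EC100 for full effect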
The depositor's hits bear a star; . = not tested or not shown.

SMILES | CHO-K1 Ca PAM | TAAR1 antagonist | CRFR2-BP antag | TAAR1 ag | CHRM5 PAM | CHRM5 antagonist | M5 ag | CHRM4 PAM | CRFBP-R2 agonist
Cc1cccc(C)c1NC(=O)C1(C)CSCC(=O)N1C1CCN(Cc2ccccc2)CC1 (stereo not given) | . | -16 | . | 2 | 8 | -11 | 2 | 7 | .
COc1ccc(OCC(=O)N2N=C(C)CC2(O)C(F)(F)F)cc1 (stereo not given) | 13 | -28 | 0 | 1 | 0 | 8 | -1 | -3 | 0.7
Cc1sc(NC(=O)c2cc3ccccc3oc2=O)c(C(=O)OC(C)C)c1-c1ccccc1 | 15 | 2 | 23 | 10 | 7 | -6 | -1 | 4 | -0.8
CCc1nnc(NC(=S)Nc2ccccc2)s1 | 27 | -7 | 57* | 8 | 3 | -13 | 1 | 4 | -2.0
CC(=O)Nc1ccc(Cc2nc3ccccc3[nH]2)cc1 | 4 | 8 | 5 | 4 | -3 | 7 | -1 | 0 | 0.8
COc1ccc(NC(=O)CSc2nc3c(c(=O)n2-c2ccccc2OC)SCC3)cc1 | 2 | -47 | -18 | -2 | -5 | 3 | -1 | -1 | 5.6
O=C(NC1CCCCC1)c1cc(Cl)ccc1[N+](=O)[O-] | -1 | 19 | 11 | 1 | 6 | -4 | -4 | 10 | -4.3
CC(=O)c1cccc(N2Cc3ccccc3C2=NC(=O)CCl)c1 | 5 | -27 | 2 | 2 | -3 | 4 | 1 | -1 | 1.9
COc1ccc(CN2CC(=O)N(c3cccc(Cl)c3)C2=S)cc1OC | -11 | -7 | 90* | 10 | -3 | 4 | -1 | 4 | 0.5
COc1ccc(C2=NOC(Cn3nc(C(=O)NCc4ccc5c(c4)OCO5)cc3-c3ccccc3)C2)cc1 (stereo not given) | 15 | 60* | 2 | 19 | -20 | 8 | 3 | -5 | 1.9
COc1ccc([N+](=O)[O-])cc1CN1CCN(c2ncc(Cc3ccccc3)cn2)CC1 | . | 24 | . | 0 | -7 | 1 | -1 | -5 | .
COc1ccc(C2/C(=C(/O)c3ccc4c(c3)CC(C)O4)C(=O)C(=O)N2CCCn2ccnc2)cc1OC (stereo not given) | -5 | -14 | -4 | 1 | -8 | 4 | 0 | -1 | 0.3
Cc1nc(NC(=O)c2cc3c(C)nn(-c4ccccc4)c3s2)sc1C(=O)Nc1ccccc1 | 17 | 1 | 2 | 0 | -1 | 2 | 0 | 8 | -1.8
Cc1ccc(C(C)C)c(OCCCCCN2CCOCC2)c1 | 20 | -13 | -14 | 7 | -16 | 17 | -8 | -20 | -0.7
COc1cc(-c2cc(O)c(-c3ccc4ccccc4n3)c(=O)[nH]2)cc(OC)c1OC | 18 | 21 | -23 | 10 | -20 | 8 | 16 | -3 | 14
O=C(NCCCc1ccccc1)c1cc(COc2c(F)cccc2F)on1 | -4 | -4 | 21 | 2 | 0 | 6 | -7 | 5 | 1.5
Cc1cc(S(=O)(=O)Nc2ccc(F)cc2)c(C)s1 | 20 | 5 | -11 | 17 | -2 | -3 | -7 | 10 | -0.3
C/C(=N/N=C(/C)c1cccs1)c1cccs1 | 23 | 0 | -6 | 10 | 3 | -12 | 2 | 2 | -1.1
O=[N+]([O-])c1cccc(CP(=O)(c2ccccc2)c2ccccc2)c1 | 16 | -23 | 1 | -3 | -7 | 5 | -4 | -2 | -2.0
CC(=O)Nc1ccc(NC(=O)CSc2ccc(-c3ccc4c(c3)OCO4)nn2)cc1 | -11 | -17 | 39 | 3 | -6 | 6 | 0 | 9 | -3.4
Cc1ccc(C(=O)NCC(=O)NCC(=O)OCC(=O)c2ccc(F)cc2)cc1 | 13 | -19 | 11 | 4 | 1 | -5 | -3 | 2 | -2.6
COC(=O)C(CC(=O)c1ccc(C)cc1)n1nc(C)cc1C (stereo not given) | 20 | 1 | 6 | 0 | 2 | 9 | -24 | -10 | 0.5
Cc1cc(C)cc(OCC(=O)O/N=C(\N)c2ccccn2)c1 | 10 | 14 | 2 | 12 | -2 | -5 | -2 | -6 | -0.1
Nc1c(-c2ccc(F)cc2)nc2ncccn12 | . | 6 | . | 2 | -2 | 3 | 0 | 0 | .
O=C(NCCCO)c1c(O)c2cccc3c2n(c1=O)CCC3 | 17 | -10 | -20 | 2 | 3 | 5 | -1 | -1 | -0.8
Cc1ccc(C(=O)CC2(O)C(=O)N(Cc3ccccc3Cl)c3ccccc32)o1 (stereo not given) | 6 | 12 | 16 | 15 | -3 | 0 | -7 | -2 | -1.4
CS(=O)(=O)N1c2ccccc2[C@@]2(Br)C[C@H]3C(=O)N[C@@H](Cc4ccccc4)C(=O)N3[C@@H]12 | 22 | -7 | -14 | 17 | 2 | -3 | 6 | 12 | 1.7
O=S(N1CCc2ccccc21)C12CC3CC(CC(C3)C1)C2 (stereo not given) | -7 | -16 | 17 | 4 | -6 | 12 | -3 | -4 | -4.5
CSc1ccccc1OCc1cc(C(=O)N2CCN(c3ccccc3)CC2C)no1 (stereo not given) | -1 | 6 | 6 | 0 | -9 | 6 | -3 | -4 | 0.6
O=C(Nc1ccccc1)c1cn2ccccc2n1 | 20 | -8 | 35 | 0 | 0 | 5 | 3 | 2 | 1.0
CCc1cccc(NC(=O)CCCSc2nc3ccccc3[nH]2)c1 | 18 | 18 | 27 | 6 | -12 | 3 | -1 | -5 | -0.7
Cc1nc2c(C)cccn2c(=O)c1NC(=O)c1ccco1 | -17 | -17 | 7 | 2 | 2 | 3 | 2 | 2 | 0.7
COc1ccc(NC(=O)c2cccs2)cc1O | 0 | 12 | -8 | 6 | -7 | 2 | -1 | -5 | -0.1
Cc1ccc2c(SCC(=O)NCc3ccco3)nc(-c3ccc(F)cc3)nc2c1 | -5 | 6 | 20 | 9 | 1 | -3 | 3 | -1 | 3.3
COc1cc(/C=c2\sc3nc(=O)c(-c4ccccc4)nn3c2=O)ccc1OCCC(C)C | 20 | 9 | -56 | 4 | 3 | -5 | -1 | -3 | 44
Cc1ccc(-n2[nH]c(C)c(/C=N/NC(=O)c3ccc([N+](=O)[O-])cc3)c2=O)c(C)c1 | 10 | 8 | . | 2 | 5 | 3 | 0 | 14 | .
O=C(NCC1CCCO1)c1csc2c1CCCCC2 (stereo not given) | 4 | 7 | 1 | 0 | 4 | 4 | 0 | 6 | 0.3
O=C(CN1CCOCC1)Nc1ccccc1Sc1ccc(Cl)cc1 | -10 | 39 | -37 | 10 | -4 | 10 | -1 | -7 | 1.6
NCC1CCN(c2nc3ccccc3c3c2CCCC3)CC1 | 12 | -12 | -25 | 11 | -6 | 14 | -8 | 4 | 1.5
Cc1cc(C(=O)Cn2cnc3ccc(Cl)cc3c2=O)c(C)n1C1CC1 | -8 | -7 | -11 | 1 | 10 | -5 | 0 | 9 | 0.1
Cc1ccc(NC(=O)COC(=O)CC2CCCC2)cc1Cl | 5 | . | . | . | 23* | -1 | -3 | 18 | .
Cc1cc(C(=O)N/N=C/c2ccncc2)c2ccccc2n1 | 7 | -20 | 5 | 6 | 3 | 8 | 0 | 1 | 0.2
Cc1ccc(NC(=O)CCNS(=O)(=O)c2ccc3c(c2)oc(=O)n3C)cc1C | 24 | -6 | -19 | 10 | 0 | -4 | 2 | 2 | 3.8
Cc1cccc(NC(=O)Cn2nc(C(F)(F)F)cc2C2CC2)c1 | 14 | . | -2 | . | -2 | 3 | -3 | -7 | -1.4
CC1CCCCN1S(=O)(=O)c1ccc2c(c1)CCN2C(=O)C1CC1 (stereo not given) | -3 | -14 | -5 | 2 | -5 | 16 | 0 | -5 | 5.4
COC(=O)COc1ccc(C(=O)OC)cc1 | 14 | -8 | 7 | 2 | 4 | 1 | 0 | 0 | -0.3
COc1ccccc1C1CCN(c2ccc([N+](=O)[O-])c(OC)c2)CC1 | 15 | 37 | 29 | 2 | -14 | 3 | -9 | -38 | -1.2
O=C(Nc1ccccc1C(=O)NCCCN1CCOCC1)c1ccccc1 | 14 | -12 | 20 | 3 | -3 | -4 | 0 | 2 | -0.2
COCCCNc1nc(N)c([N+](=O)[O-])c(NC2CCCCC2)n1 | 2 | -37 | -41 | 35 | 0 | 1 | 5 | 0 | -2.9
Cc1ccccc1N1CCN(C2CCCN(C(=O)CCN3CCCCO3)C2)CC1 (stereo not given) | 11 | -14 | -5 | 1 | 5 | 1 | -4 | 5 | -1.1
CC1(C)CCC(=O)N(c2ccccc2)C1=O | -13 | -8 | -6 | 3 | -1 | -5 | 0 | 5 | 1.8
CCOc1ccc(CCNC(=O)c2c(C)noc2C)cc1OCC | -16 | -3 | 6 | 1 | -1 | 0 | 3 | 4 | -1.1
Cc1noc(C)c1C(=O)OC(C)C(=O)c1c[nH]c2ccccc12 (stereo not given) | 5 | 7 | -16 | 2 | -5 | 0 | 2 | 2 | -0.3

8 compounds already listed, ordered by count of non-hydrogen atoms, highest first:
SMILES | CHO-K1 Ca PAM | TAAR1 antagonist | CRFR2-BP antag | TAAR1 ag | CHRM5 PAM | CHRM5 antagonist | M5 ag | CHRM4 PAM | CRFBP-R2 agonist
Cc1ccccc1N1CCN(C2CCCN(C(=O)CCN3CCCCO3)C2)CC1 (stereo not given) | 11 | -14 | -5 | 1 | 5 | 1 | -4 | 5 | -1.1
Cc1ccc(NC(=O)CCNS(=O)(=O)c2ccc3c(c2)oc(=O)n3C)cc1C | 24 | -6 | -19 | 10 | 0 | -4 | 2 | 2 | 3.8
O=C(Nc1ccccc1C(=O)NCCCN1CCOCC1)c1ccccc1 | 14 | -12 | 20 | 3 | -3 | -4 | 0 | 2 | -0.2
COc1ccccc1C1CCN(c2ccc([N+](=O)[O-])c(OC)c2)CC1 | 15 | 37 | 29 | 2 | -14 | 3 | -9 | -38 | -1.2
CC1CCCCN1S(=O)(=O)c1ccc2c(c1)CCN2C(=O)C1CC1 (stereo not given) | -3 | -14 | -5 | 2 | -5 | 16 | 0 | -5 | 5.4
Cc1cccc(NC(=O)Cn2nc(C(F)(F)F)cc2C2CC2)c1 | 14 | . | -2 | . | -2 | 3 | -3 | -7 | -1.4
Cc1cc(C(=O)N/N=C/c2ccncc2)c2ccccc2n1 | 7 | -20 | 5 | 6 | 3 | 8 | 0 | 1 | 0.2
CC1(C)CCC(=O)N(c2ccccc2)C1=O | -13 | -8 | -6 | 3 | -1 | -5 | 0 | 5 | 1.8
